# Assay outcomes as filed in PubChem.
# RGS4-Gao reg: modulators of RGS4 binding to Galphao, primary screen, biochemical, multiplexed bead flow cytometry. Guanine nucleotide-binding protein G(o) subunit alpha (Homo sapiens), P09471. actives lie on both sides. 220,000 tested, 0.33% active. binding response (% of control), % at 10 µM. AID 1415, 2008; in the data active means binding response below about 49% or above about 150%; inactive means in between;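 further: fluorescent Galphao activated with aluminum fluoride binding bead-coupled RGS4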
# Target sequence (P09471 whole entry, looked up): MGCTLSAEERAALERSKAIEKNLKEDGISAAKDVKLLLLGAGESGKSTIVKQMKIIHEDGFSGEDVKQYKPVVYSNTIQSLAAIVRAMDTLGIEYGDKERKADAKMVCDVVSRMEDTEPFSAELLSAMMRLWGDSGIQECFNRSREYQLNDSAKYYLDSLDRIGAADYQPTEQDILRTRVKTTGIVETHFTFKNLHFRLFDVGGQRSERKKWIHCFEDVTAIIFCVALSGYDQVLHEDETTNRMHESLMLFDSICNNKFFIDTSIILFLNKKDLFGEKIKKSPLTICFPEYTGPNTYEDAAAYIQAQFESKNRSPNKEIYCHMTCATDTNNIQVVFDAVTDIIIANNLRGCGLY
# Bcl-W Bim block: inhibitors of Bim binding to Bcl-W, primary screen, biochemical, multiplexed, bead-based flow cytometry; Bcl-2-like protein 2 (Homo sapiens), Q92843; Bim peptide-Bcl-W binding; inhibition, % at 10 µM; 190,000 tested, 0.02% active;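 further: 0% = bound tracer without compound and 100% = peptide blocker; higher means less fluorescent Bim peptide bound to Bcl-W beads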
# Target sequence (Q92843 whole entry, looked up): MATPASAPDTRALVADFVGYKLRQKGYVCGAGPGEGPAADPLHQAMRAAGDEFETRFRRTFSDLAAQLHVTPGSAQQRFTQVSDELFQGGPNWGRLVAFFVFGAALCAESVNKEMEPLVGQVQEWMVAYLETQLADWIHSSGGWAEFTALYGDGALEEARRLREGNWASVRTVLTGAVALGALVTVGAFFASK
# Bcl-2 Bim block: inhibitors of Bim-Bcl-2 binding, primary screen, biochemical, multiplexed, human Bcl-2 family; Bead-based flow cytometry, Bim peptide-Bcl-2 binding; Apoptosis regulator Bcl-2 (Homo sapiens), P10415; 190,000 tested, 0.06% active; inhibition, % at 10 µM; in the data active means inhibition above about 40%; inconclusive means no clear call, values can overlap the other calls;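 further: 0% = no compound wells with probe peptide and 100% = reference peptide inhibitor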
# Target sequence (P10415 whole entry, looked up): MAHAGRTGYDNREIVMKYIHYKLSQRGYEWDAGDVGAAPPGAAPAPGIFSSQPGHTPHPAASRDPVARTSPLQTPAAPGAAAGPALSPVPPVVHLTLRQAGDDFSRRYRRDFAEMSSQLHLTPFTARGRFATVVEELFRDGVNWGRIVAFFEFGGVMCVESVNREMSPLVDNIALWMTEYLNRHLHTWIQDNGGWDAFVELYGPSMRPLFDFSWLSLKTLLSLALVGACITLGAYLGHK
# Bim-Bcl-B: inhibitors of Bim-Bcl-B binding, primary screen, biochemical, multiplexed, human Bcl-2 family; bead-based flow cytometry, Bim peptide-Bcl-B binding; 190,000 tested, 0.073% active; AID 951, 2007; Bcl-2-like protein 10 (Homo sapiens), Q9HD36; inhibition, % at 10 µM;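 further: 0% = tracer peptide without compound and 100% = reference inhibitor peptide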
# Avidin bead fluor: green autofluorescence of compounds with avidin beads – biophysical, 488/530 nm, flow cytometry, artefact control, profiling panel | compound fluorescence 488/530 nm; stronger effect = higher value | fluorescence (KMESF) at 10 µM | 220,000 tested, 0.38% active; in the data active means fluorescence above about 47; further: inactives centre near 10
# Bim-Bcl-XL: inhibitors of Bim-Bcl-XL binding, primary screen, biochemical, multiplexed, bead flow cytometry, human Bcl-XL | Bcl-2-like protein 1 (Homo sapiens), Q07817 | Bim peptide-Bcl-XL binding, fluorescence | inhibition, % at 10 µM | 190,000 tested, 0.04% active
# Target sequence (Q07817 whole entry, looked up): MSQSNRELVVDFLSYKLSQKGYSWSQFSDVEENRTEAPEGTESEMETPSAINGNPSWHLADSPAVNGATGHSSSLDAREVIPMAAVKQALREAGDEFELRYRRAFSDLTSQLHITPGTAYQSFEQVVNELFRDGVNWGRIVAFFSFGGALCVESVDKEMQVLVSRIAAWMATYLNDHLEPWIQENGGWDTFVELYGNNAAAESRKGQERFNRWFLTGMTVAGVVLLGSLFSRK
# ABCG2 block: ABCG2 efflux pump inhibitors, primary screen, multiplex with ABCB1, IgMXP3 cells, flow cytometry; Broad substrate specificity ATP-binding cassette transporter ABCG2 (Homo sapiens), Q9UNQ0; 190,000 tested, 0.1% active; AID 1325, 2008; JC-1 efflux; inhibition, % at 6.6 µM;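 active means inhibition above 80%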;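 further: 0% = DMSO and 100% = nicardipine control wells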
#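 Test system: IgMXP3 (ABCG2) plus far-red-tagged CCRF-Adr (ABCB1) cells. Reagent: JC-1 dye as substrate. Timing: 10 min exposure at 25 °C with rotation, no wash. Measured by: flow cytometric JC-1 green MFI at 530 nm. Read-out: percent efflux inhibition, scaled nicardipine 100% to DMSO 0%. Control set: nicardipine and DMSO wells.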
# GSH fluor: compound fluorescence on glutathione beads, profiling panel, artefact control, biophysical, 488/530 nm, flow cytometry; GSH beads flow cytometry, compound fluorescence 488/530 nm; stronger effect = higher value; fluorescence (KMESF) at 10 µM; 190,000 tested, 0.25% active; AID 1776, 2009; in the data active means fluorescence above about 89;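 further: glutathione beads carrying GST-tagged Bcl family fusion proteins plus one bare bead set; values are compound well signal with DMSO vehicle wells as background; inactives centre near 16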
# RGS7-Gao reg: RGS7-Galphao binding modulators, primary screen, biochemical, multiplexed bead flow cytometry. actives lie on both sides. binding response (% of control), % at 10 µM. 220,000 tested, 0.35% active. AID 1439, 2008; in the data active means binding response below about 49% or above about 150%; inconclusive means no clear call, values can overlap the other calls; inactive means in between;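 further: fluorescent Galphao held in activated GDP-AlF4 state binding bead-coupled RGS7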
# ABCB1 inh: ABCB1 efflux pump inhibitors, primary screen, cell-based, multiplex, flow cytometry, ABCG2 counter-screen; ATP-dependent translocase ABCB1 (Homo sapiens), P08183; CCRF-Adr cells, JC-1 efflux; inhibition, % at 6.6 µM; 190,000 tested, 0.067% active; AID 1326, 2008; in the data active means inhibition above about 40%;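 further: 0% = vehicle and 100% = reference inhibitor; higher value means more JC-1 retained so stronger ABCB1 efflux block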
# Bfl-1 Bim block: inhibitors of Bim binding to Bfl-1, primary screen, biochemical, multiplexed, bead-based flow cytometry | Bcl-2-related protein A1 (Homo sapiens), Q16548 | Bim-Bfl-1 binding inhibition | inhibition, % at 10 µM | 190,000 tested, 0.12% active | AID 1008, 2008;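 further: 0% = wells without compound plus tracer and 100% = blocker peptide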
# The depositor's hits bear a star; ? = inconclusive; . = not tested or not shown. Unless noted, no stated cut-off is given here; in the data, active means inhibition above about 40%.
SMILES,RGS4-Gao reg,Bcl-W Bim block,Bcl-2 Bim block,Bim-Bcl-B,Avidin bead fluor,Bim-Bcl-XL,ABCG2 block,GSH fluor,RGS7-Gao reg,ABCB1 inh,Bfl-1 Bim block
Cc1ccn2cc(-c3ccc(NC(=O)c4ccco4)cc3)nc2c1,103.5,-3.0,-6.0,-6.0,20,-7.0,2.4,6,102.5,1.2,-4.0
CCc1ccc(NC(=S)/N=C(\N)Nc2nc(C)c3cc(CC)ccc3n2)cc1,99.8,0.0,2.0,-1.0,11,0.0,-2.0,19,95.7,-0.8,0.0
O=C(CCS(=O)(=O)c1cccs1)Nc1ccc(C(=O)NCc2cccs2)cc1,100.9,-4.0,0.0,-4.0,13,-3.0,2.2,27,100.5,0.2,-2.0
Cc1cccc(NC(=S)Nc2c(C)n(C)n(-c3ccccc3)c2=O)c1C,109.9,2.0,-3.0,2.0,13,0.0,-4.4,17,114.0,-0.6,0.0
N#Cc1c(NC(=O)CSc2nnc(-c3ccccc3O)n2-c2ccccc2)sc2c1CCCC2,104.5,-8.0,-5.0,-10.0,10,-10.0,-0.6,30,105.3,-0.3,-4.0
C=CCOC(=O)/C(=C/c1cccc2ccccc12)NC(=O)c1ccccc1,102.9,-4.0,-11.0,-9.0,18,-4.0,19.3,18,99.8,2.9,-12.0
O=C(NCC1CCCO1)c1cc2c(=O)[nH]c3ccccc3c2s1 (stereo unspecified),99.5,-2.0,-4.0,-4.0,11,-1.0,17.2,10,99.3,1.2,-5.0
Cc1ccc(C(=O)NC(=S)N2CCN(c3ccccc3F)CC2)cc1,94.2,-3.0,1.0,-7.0,5,-8.0,0.8,9,93.7,0.0,2.0
O=C(CNC(=O)c1ccc(-c2ccccc2)cc1)OCc1ccc(Br)cc1,103.8,-5.0,-3.0,-5.0,4,-6.0,1.1,7,103.8,1.1,-2.0
COc1ccc(CCCC(=O)N/N=C/c2ccccc2OC)cc1,101.2,0.0,-2.0,-5.0,3,-1.0,0.9,10,98.8,-0.7,-6.0
O=C(NC1CCCCC1)c1cc([N+](=O)[O-])ccc1N1CCCCC1,100.6,-1.0,-5.0,-6.0,9,-4.0,4.4,13,100.2,1.1,-14.0
C=CCn1c(-c2ccc(Cl)cc2)ccc(C#N)c1=O,96.4,-3.0,-4.0,-1.0,6,-5.0,8.1,14,95.4,0.3,-3.0
CCOC(=O)c1c(N)n(CC(C)NC(=O)C2CC2)c2nc3ccccc3nc12 (stereo unspecified),103.8,1.0,-6.0,-8.0,10,0.0,9.7,27,102.9,1.4,-5.0
S=C(c1cccs1)N1CCCC1,102.1,3.0,-10.0,-5.0,12,-1.0,1.6,13,101.2,0.8,-8.0
CC(C)(C)c1cc(NC(=O)c2cccc(S(=O)(=O)N3CCOCC3)c2)no1,100.7,0.0,0.0,-1.0,1,0.0,1.6,7,103.0,0.8,0.0
Cc1ccc(NC(=O)CN2CCC(NC(=O)Cc3ccccc3)CC2)cc1C,100.2,0.0,0.0,0.0,34,0.0,2.7,14,97.3,0.4,0.0
CC1CN(Cc2nc3c(c(=O)[nH]c(=O)n3C)n2CC(N)=O)CC(C)O1 (stereo unspecified),100.4,0.0,-7.0,-5.0,7,-6.0,1.4,23,97.1,0.5,-10.0
CCOc1cc(S(=O)(=O)Nc2ccc(Cl)cn2)ccc1Cl,92.0,0.0,-34.0,8.0,3,0.0,1.6,24,88.5,0.5,6.0
O=C(NCC1OCCc2ccccc21)c1ccc(NC(=O)c2ccccc2Cl)cc1 (stereo unspecified),101.7,-4.0,-3.0,-7.0,13,-9.0,-0.1,13,100.9,-9.4,-3.0
Nc1c(-c2ccccc2)cnn1-c1cccc([N+](=O)[O-])c1,99.8,-2.0,-7.0,-14.0,11,-14.0,38.5,35,103.0,0.3,-14.0
CCCCCn1cnc2c(sc3nc4c(cc32)CSC(C)(C)C4)c1=O,102.3,-2.0,1.0,-4.0,20,-4.0,30.6,9,103.5,0.8,0.0
CCCS(=O)(=O)N1CCC(C(=O)NCCCOC(C)C)CC1,101.2,-1.0,-10.0,-5.0,36,-5.0,13.1,25,104.2,-0.5,-21.0
O=C(Nc1ccccn1)c1ccco1,111.7,-5.0,-1.0,-5.0,9,-1.0,4.5,20,112.2,0.7,-2.0
O=c1sc(N2CCN(c3ccc(F)cc3)CC2)nc2ccsc12,98.9,-5.0,6.0,3.0,4,0.0,1.7,19,89.1,0.5,2.0

# Overlap with the part before: three entries, followed by the next part.
SMILES,RGS4-Gao reg,Bcl-W Bim block,Bcl-2 Bim block,Bim-Bcl-B,Avidin bead fluor,Bim-Bcl-XL,ABCG2 block,GSH fluor,RGS7-Gao reg,ABCB1 inh,Bfl-1 Bim block
CCCS(=O)(=O)N1CCC(C(=O)NCCCOC(C)C)CC1,101.2,-1.0,-10.0,-5.0,36,-5.0,13.1,25,104.2,-0.5,-21.0
O=C(Nc1ccccn1)c1ccco1,111.7,-5.0,-1.0,-5.0,9,-1.0,4.5,20,112.2,0.7,-2.0
O=c1sc(N2CCN(c3ccc(F)cc3)CC2)nc2ccsc12,98.9,-5.0,6.0,3.0,4,0.0,1.7,19,89.1,0.5,2.0
COc1ccc(NC(=O)c2oc3ccccc3c2NC(=O)C2CCCO2)cc1OC (stereo unspecified),104.9,-1.0,-3.0,-4.0,12,-4.0,2.5,24,106.7,0.9,-3.0
Cc1ccc(Nc2nc(N)c([N+](=O)[O-])c(N3CCOCC3)n2)cc1,104.3,-6.0,-8.0,-7.0,13,-7.0,7.2,19,101.6,0.3,-12.0
CC1CN(c2ccc([N+](=O)[O-])c(NCCOc3ccccc3)c2)CCN1 (stereo unspecified),117.1,12.0,0.0,6.0,7,7.0,1.0,43,126.0,0.3,1.0
COc1ccc(CNC2CCCCC2)cc1,99.6,-2.0,-1.0,-2.0,38,0.0,0.2,13,99.9,0.1,-2.0
CCn1c(CCNC(=O)c2ccc(OC)c(OC)c2)nc2ccccc21,101.1,-4.0,-5.0,-3.0,35,-4.0,12.3,10,101.5,0.6,-5.0
CCCCn1c(=O)c(CCC(=O)OCC(=O)NC(=O)NCCOC)nc2ccccc21,99.0,0.0,0.0,-3.0,10,3.0,6.7,14,104.5,1.3,-2.0
COC(=O)Cn1nc(C)c2ccccc2c1=O,102.6,.,?,.,2,.,3.3,45,104.7,1.7,.
CCN1CCN(C(=S)Nc2cc(S(=O)(=O)N(CC)CC)ccc2C)CC1,93.9,-8.0,-5.0,-15.0,7,-5.0,33.3,12,91.5,0.6,-4.0
COC(=O)Nc1ccccc1C(=O)N1CCC(O)(c2ccc(Cl)cc2)CC1,102.0,0.0,3.0,-1.0,4,0.0,1.4,6,103.0,0.3,3.0
O=C(c1nc2ccccn2c1CN1CCCC(c2nc3ccccc3o2)C1)N1CCCC1 (stereo unspecified),103.0,0.0,-2.0,3.0,10,1.0,0.7,16,102.0,-2.0,-1.0
COc1ccc(N2CCN(C(=O)CSc3nnc(C)c(=O)[nH]3)CC2)cc1,105.2,-2.0,-1.0,0.0,10,-4.0,0.4,9,102.5,0.1,-1.0
CCOCC(=O)Nc1nnc(COC)s1,102.8,1.0,-4.0,-6.0,20,-2.0,5.2,31,104.4,1.7,-4.0
Cc1ccc(C2=CSC3=NCCN23)c(C)c1,103.5,0.0,-8.0,-14.0,6,-2.0,-0.4,25,108.6,0.1,0.0
CC(C)c1nnc(NC(=O)Cn2nc(-c3ccc4c(c3)OCCO4)ccc2=O)s1,101.5,-1.0,-13.0,-6.0,13,-4.0,-1.2,22,101.4,0.7,-16.0
CCOCCCNC(=O)N[C@@H](C)C(=O)OC,100.9,-2.0,0.0,0.0,10,-3.0,1.4,6,98.8,0.5,-4.0
CC(=O)c1cccc(NC(=O)c2noc3c2CCc2ccccc2-3)c1,102.0,0.0,4.0,1.0,5,-3.0,3.4,9,96.5,0.1,0.0
CCc1ccc(NC(=O)c2ccc(C3SCC(=O)N3CCc3ccccc3)cc2)cc1 (stereo unspecified),100.0,2.0,-11.0,-6.0,9,-3.0,3.1,13,100.6,0.6,-11.0
CCC(c1nnnn1Cc1ccccc1)N1CCN(c2ccccc2)CC1 (stereo unspecified),104.2,-2.0,-3.0,-5.0,9,-6.0,-0.3,9,105.4,-0.1,-6.0
Cc1nn(CC(=O)NCc2ccc(OC(C)C)cc2)c(=O)c2cc3occc3n12,96.6,-1.0,-13.0,-9.0,39,-7.0,1.2,25,100.7,0.4,-18.0
Cc1cc2occ(CC(=O)NCc3cccs3)c2cc1C(C)C,108.3,-5.0,0.0,-6.0,2,-5.0,1.7,6,105.9,0.3,0.0
Cc1nc(N2CCC(C)CC2)c2c(C)c(C(=O)Nc3cccc(C(F)(F)F)c3)sc2n1,98.2,0.0,-3.0,0.0,9,-1.0,-0.7,14,96.5,-0.4,-1.0
COc1cccc(CNC(=O)C2CCC(CNS(=O)(=O)c3cccc4nsnc34)CC2)c1 (stereo unspecified),103.2,0.0,-10.0,-7.0,6,0.0,3.6,19,103.5,1.0,-11.0
N=C(N)Sc1nc(N2CCCCC2)nc(N2CCCCC2)n1,100.9,-1.0,-5.0,-9.0,11,1.0,-0.1,17,100.9,0.0,-5.0
CCn1c2ccc(C)cc2c2nnc(NN)nc21,96.5,0.0,0.0,-4.0,3,-2.0,2.0,8,98.6,0.2,0.0
O=C1Nc2ccccc2C(O)(C(=O)NCc2ccco2)N1c1ccccc1 (stereo unspecified),96.5,-1.0,-5.0,-7.0,5,-4.0,0.2,30,97.2,0.2,-8.0
CC(SCc1cc(=O)n2c([nH]c3ccccc32)c1C#N)C(=O)O (stereo unspecified),103.2,0.0,0.0,-12.0,5,-3.0,-5.3,19,94.2,-1.2,-1.0
CNC(=O)c1cc(Cl)c(OC)c(OC)c1,98.5,-3.0,-5.0,-32.0,20,-11.0,-2.3,14,110.7,-2.7,2.0
O=C(NCc1ccc2c(c1)OCO2)c1cc(-c2ccccc2Cl)on1,100.2,0.0,-7.0,-8.0,11,-3.0,-0.9,35,97.2,-1.6,-16.0
Cc1c(Cl)cccc1N1C(=O)C(N2C(=O)c3cccc([N+](=O)[O-])c3C2=O)C1c1cccs1 (stereo unspecified),102.8,-1.0,-5.0,-4.0,9,-4.0,4.1,9,101.0,1.7,-4.0
